# H9c2 TAG inh = inhibitors of triacylglycerol accumulation, primary screen, cell-based, uHTS, fluorescence, H9c2; 230,000 compounds, 0.66% hits; inhibition, % at 12.5 µM; AID 651582, 2012; H9c2 cells, Nile Red lipid (TAG) fluorescence; cells loaded with 200 µM oleic acid;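 active = pattern-corrected inhibition of lipid staining of at least 50% with the nuclear-stain viability signal not falling by more than 50%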;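 note: 0% = DMSO wells and 100% = triacsin C control wells; some results filed as inactive read as strong as hits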
# H9c2 TAG inh DAPI viability = also measured in H9c2 TAG inh; calls as there; DAPI nuclei signal change (viability), lower = more cytotoxic, %;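 whole-well DAPI fluorescence read on a plate reader as a viability signal; minus 50 percent equals half of cells still viable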
# * = called active by the depositor.
Molecule	H9c2 TAG inh	H9c2 TAG inh DAPI viability
CCOc1cc(C=NNC(=O)CCCC(=O)NN=Cc2ccc(O)c(OCC)c2)ccc1O	5	3
C=CCn1c(SCC(=O)NNC(=S)Nc2ccccc2)nnc1-c1ccccc1	2	-3
O=C(CC1SC(N2CCOCC2)=NC1=O)Nc1cc([N+](=O)[O-])ccc1Cl (configuration not stated)	13	-6
COc1ccc(N2CCN(C(=O)c3cccnc3)CC2)c([N+](=O)[O-])c1	-7	-9
Cc1ccc(NS(=O)(=O)c2ccc(C(=O)N3CCN(c4ncccn4)CC3)cc2)cc1	-17	1
COc1ccc(C(=O)Nc2nc(-c3ccccc3)c(C(C)=O)s2)c(OC)c1	11	-7
COc1cc(/C=C/C(=O)Nc2cccc(S(=O)(=O)N3CCOCC3)c2)ccc1OCC#N	-9	-20
CCC(=O)c1cn(CC(=O)Nc2cccc(C)c2C)c2ccccc12	2	3
CC(=O)c1ccc(OCCCC(=O)Nc2cccc(S(=O)(=O)N3CCCCCC3)c2)cc1	-24	4
OCCC1CN(CCCc2ccccc2)CCN1Cc1ccccc1 (configuration not stated)	-14	3
COc1cccc(-c2cnc3c(NC(C)=O)cc(-c4ccc(C(=O)N5CCOCC5)cc4)cn23)c1	22	1
COC(=O)c1c(NC(C)=O)csc1C	2	-3
CCOc1ccccc1C(=O)N[C@H](C(=O)Nc1nc2c(s1)CCCC2)C(C)C	-1	9
Cc1ccccc1S(=O)c1ccccc1C(=O)O (configuration not stated)	-5	3
Cc1ccccc1OCc1nnc(SCc2nc3ccccc3c(=O)[nH]2)n1C	0	-8
O=C1c2ccccc2C(=O)N1CC1c2ccccc2CCN1C(=O)CN1CCOCC1 (configuration not stated)	-13	4
CC(C)(C)c1ccc(S(=O)(=O)NC(=O)C2(C)CCN2C(=O)C2(c3ccc(Cl)cc3)CC2)cc1 (configuration not stated)	3	1
O=C(CSc1nc2ccccc2n1S(=O)(=O)c1ccccc1)N1CCCCC1	5	0
CCSc1nnc(SCC(=O)NNC(=O)c2ccccc2F)s1	9	1
NC(=O)C1CCCN1Cc1ccc2c(c1)OCO2 (configuration not stated)	-1	1
CC(=O)c1ccccc1NC(=O)COC(=O)CCCN1C(=O)c2cccc3cccc(c23)C1=O	-7	-6
Cc1ccc(S(=O)(=O)N2CCCCC2)cc1NC(=O)COC(=O)C1=COCCO1	-3	3
COc1ccc(NC(=S)Nc2cccc(C(F)(F)F)c2)c(C)c1	1	4
Cc1ccc(C)c(N2N=C(C(=O)Nc3cccc(S(=O)(=O)N4CCCCC4)c3)CCC2=O)c1	17	-2
Cc1cc(=O)[nH]c(SCC(=O)N2CCN(C(=O)c3ccco3)CC2)n1	-9	2
Cc1cc(C)cc(COn2ccnc2)c1	-3	2
O=C(NNc1nc2ccc(Cl)cc2s1)c1cc(-c2cccs2)nc2ccccc12	21	0
Cc1ccc([N+](=O)[O-])c(-c2n[nH]c(=S)n2-c2cccc(Cl)c2)c1	12	-9
O=c1[nH]nc(-c2ccc[nH]2)[nH]1	12	2
Cc1cc2ccccc2n1CCNC(=O)c1ccccc1	-4	2

# Structural class, the compounds so far containing a thiophene ring, fused or not (two)
Molecule	H9c2 TAG inh	H9c2 TAG inh DAPI viability
COC(=O)c1c(NC(C)=O)csc1C	2	-3
O=C(NNc1nc2ccc(Cl)cc2s1)c1cc(-c2cccs2)nc2ccccc12	21	0

# Fetched by structure from the entries so far:
Molecule	H9c2 TAG inh	H9c2 TAG inh DAPI viability
Cc1ccc(NS(=O)(=O)c2ccc(C(=O)N3CCN(c4ncccn4)CC3)cc2)cc1	-17	1
OCCC1CN(CCCc2ccccc2)CCN1Cc1ccccc1 (configuration not stated)	-14	3
NC(=O)C1CCCN1Cc1ccc2c(c1)OCO2 (configuration not stated)	-1	1

# (cont.)
Molecule	H9c2 TAG inh	H9c2 TAG inh DAPI viability
COc1ccccc1CC(=O)NC1CC(C)(C)NC(C)(C)C1	7	-14
Cc1c(NC(=O)COC(=O)/C=C/c2cccc(Cl)c2)c(=O)n(-c2ccccc2)n1C	7	2
CCc1ccccc1NC(=O)c1nnn(CC(=O)Nc2ccccc2C)c1N	5	-7
N#Cc1ccsc1NC(=O)COC(=O)CCCSc1nc2ccccc2s1	0	-4
CC(=O)Nc1ccc(-c2csc(NC(=O)C3CSC4(C)CCC(=O)N34)n2)cc1 (configuration not stated)	-1	-5
Cc1ccc(-c2cc(C(F)F)n3ncc(C(=O)Nc4c(C)nn(Cc5c(Cl)cccc5Cl)c4C)c3n2)cc1	89*	-46*
COc1ccccc1Oc1ccc(N2CC(C(=O)OCC(=O)c3ccccc3)CC2=O)cc1 (configuration not stated)	2	2
COc1ccc(OC)c(NC(=O)CCC(=O)Nc2nnc(C(F)(F)F)s2)c1	-6	-2
COCCC(=O)N1CCCC(C(=O)c2ccc(C(F)(F)F)cc2)C1 (configuration not stated)	-10	-3
COc1ccccc1C(=O)OCC(=O)NC(=O)NC1CCCC1	-19	1
Cc1ccc(S(=O)(=O)NCC(=O)OCC(=O)c2cccs2)cc1	-8	0
CN(C)c1ccncc1C(=O)Nc1ccc(F)cc1F	-2	-2
Cc1ccc(F)c(S(=O)(=O)NC(=O)C2(C)CCN2C(=O)COc2ccc(Cl)cc2)c1 (configuration not stated)	8	1
CCn1c2ccccc2c2cc(CNCc3ccc(OC)cc3OC)ccc21	-3	44
COc1ccc([N+](=O)[O-])cc1C1NN=C(c2cccc3ccccc23)S1 (configuration not stated)	20	6
COc1ccccc1OCCCn1c(C)c(C#N)c2ccccc21	5	-9
Cc1ccccc1NC(=O)c1cccc(NC(=O)c2ccccc2C(=O)O)c1	3	-7
Cc1cc(N2CCN(C)CC2)ccc1NC(=O)c1cccc(S(=O)(=O)N2CCc3ccccc3C2)c1	21	2
COc1ccccc1C(=O)N1CCCC(C)(C(=O)NS(=O)(=O)C2CC2)C1 (configuration not stated)	19	-12
CC(=O)OCC(COC(C)=O)OC(C)=O	5	0
NC(=O)c1c(NC(=O)Cc2cccs2)sc2c1CCC2	-18	8
N#C/C(=C\Nc1ccc(F)c(Cl)c1)C(=O)C1CC1	2	-1
CC1(C)CC(N(Cc2ccco2)C(=O)Cc2ccccc2)CCO1 (configuration not stated)	-1	-2
CCOC(=O)C1CCN(C(=O)CCS(=O)(=O)c2ccc3c(c2)CCN3C(C)=O)CC1	-14	-11
O=C(Nc1ccnc(-c2ccncc2)n1)c1ccccc1Cl	-7	-8
CCCCc1c(C)c2ccc(OC)c(/C(C)=N\O)c2oc1=O	5	-4
Cc1cnc(C(=O)OCc2nc3ccsc3c(=O)[nH]2)cn1	4	3
COc1ccc(NC(=O)CCn2nc(C)cc2C)cc1	13	-3
CCOC(=O)c1cnc(-c2ccccc2)nc1Oc1ccc(C)cc1	2	0
COc1ccccc1CN1CC(C(=O)NCCc2cn[nH]c2)CCC1=O (configuration not stated)	3	-4

# Complete entries, looked up by structure. Order of values: H9c2 TAG inh | H9c2 TAG inh DAPI viability
# CCCCc1c(C)c2ccc(OC)c(/C(C)=N\O)c2oc1=O as listed: 5 | -4
# O=C(Nc1ccnc(-c2ccncc2)n1)c1ccccc1Cl as listed: -7 | -8

# The listing picks up; the three compounds before the break are reprinted first.
Molecule	H9c2 TAG inh	H9c2 TAG inh DAPI viability
COc1ccc(NC(=O)CCn2nc(C)cc2C)cc1	13	-3
CCOC(=O)c1cnc(-c2ccccc2)nc1Oc1ccc(C)cc1	2	0
COc1ccccc1CN1CC(C(=O)NCCc2cn[nH]c2)CCC1=O (configuration not stated)	3	-4
COc1ccc2[nH]c(=O)c(CN(C(=O)c3ccncc3)C(C)C)cc2c1	4	-8
CC(=O)c1cccc(-c2cnc3c(NC=O)cc(-c4ccccc4)cn23)c1	-16	1
CC(=O)Nc1nonc1-c1nc2ccccc2n1N(C(C)=O)C(C)=O	11	-6
O=S(=O)(Nc1ccccc1)c1cccc2nsnc12	5	-4
Cc1ccc(OCC(O)CN2CCN(c3ccccc3)CC2)cc1 (configuration not stated)	-13	-2
O/N=C/c1cccnc1Sc1ccccc1	2	-10
COc1cc([N+](=O)[O-])ccc1NC(=O)CN1CCOCC1	-6	4
CC(C)(C)C(=O)NC(=S)NNC(=O)c1ccncc1	11	-12
O=C(Nc1cccc2nsnc12)c1cc2c(cc1Cl)Sc1nccn1S2(=O)=O	-2	0
O=C(Nc1nc2ccccc2n1CCN1CCOCC1)c1ccc(Cl)cc1	-14	8
COc1ccc(-c2nc3cnccn3c2NC2CCCCC2)cc1-c1cccc(Cl)c1	28	141
Cc1ccc(-n2c(C)nn(CCOc3ccccc3)c2=O)cc1	6	-9
N#Cc1c(NC(=O)c2cc([N+](=O)[O-])ccc2N2CCOCC2)sc2c1CCCC2	13	-7
O=C(Nc1ccc(F)cc1)c1ccc(CSc2ccccc2)o1	-15	5
COC(=O)c1ccc(NC(=O)CN2CCC(NC(=O)c3ccco3)CC2)cc1	0	-5
Cc1ccc(S(=O)(=O)Nc2nc(C)c(C(=O)N/N=C/c3ccccc3)s2)cc1	3	2
Cn1c(-c2ccc(C=O)s2)nc2c3ccccc3c3ccccc3c21	-14	59
O=C(NCCOc1ccc(Cl)cc1)c1ccc2c(c1)OCCO2	3	4
O=C(O)CCC(=O)Nc1ccc(N2CCCCC2)c(C(=O)O)c1	-9	11
Cc1csc(NC(=O)CN2C(=O)c3ccccc3S2(=O)=O)n1	3	8
CN(C)C1=NCCN1CCc1ccccc1	-9	1
CN(CCOC(=O)c1ccco1)Cc1ccccc1	9	14
CN1CCN(C(=O)c2cnn3c(C(F)F)cc(C4CC4)nc23)CC1	0	2
N#CCC(=O)N/N=C\c1ccc(OC/C=C/c2ccccc2)cc1	-20	10
COc1ccc(CNC(=O)c2cnc3n(c2=O)CCS3)cc1	0	1
NC1=Nc2cccc3cccc1c23	13	43
CC1(C)c2ccccc2N(CC(N)=O)C12C=Cc1ccccc1O2 (configuration not stated)	-16	2
Cc1ccc(C2=NN(C)c3nc4ccccc4n3C2)cc1	-18	16
CC(=O)Nc1ccccc1O	19	-6
O=S(=O)(c1ccc(Cl)s1)N1CCCCC1	-8	-4
Cc1ccc(CN(C(=O)N2CCN(C)CC2)S(=O)(=O)c2ccc(C)cc2)cc1	7	-5
Cc1cc(NC(=O)/C=C/C(=O)N(CC(=O)NC2CCCC2)c2cccc3ccccc23)no1	-3	-1
CCCC(=O)C1=C(O)C(C(=O)OC)C(C)(C)CC1=NC(C)(C)C (configuration not stated)	-12	0
CN=C(Nc1ccc(C(=O)OC)s1)c1ccc(Cl)cc1	-2	-4
O=C(/C=C/c1ccco1)Nc1ccccc1C(=O)Nc1cccc(C(=O)O)c1	6	3
O=C(Nc1cccc(-c2csc(Nc3ccc(Cl)cc3)n2)c1)c1cc([N+](=O)[O-])cc(C(F)(F)F)c1	56*	-14*
COc1ccc(/C=N/N2CCN(C)CC2)cc1OC	-7	14
CCN(CC)S(=O)(=O)c1cc(C(=O)OCC(=O)Nc2cccc(C)c2C)ccc1F	-11	0
CN1CCN(CC(=O)Nc2cc(S(=O)(=O)N3CCOCC3)ccc2Cl)CC1	-12	-2
CC1CN(c2nc3ccccn3c(=O)c2/C=C(\C#N)S(=O)(=O)c2ccccc2)CC(C)O1 (configuration not stated)	3	23
COc1cc2c(cc1OC)CN(C(=O)c1ccc(OC)c([N+](=O)[O-])c1)CC2	-28	3
COc1ccc(NC(=S)NCCN2CCC(C)CC2)cc1Cl	-8	2
CN(C)S(=O)(=O)c1ccc(NC(=O)COC(=O)c2n[nH]c3ccccc23)cc1	-17	11
CC1C(=O)N2CCCc3cc(NC(=O)C(=O)NCc4cccnc4)cc1c32 (configuration not stated)	18	-2
O=C(CC12CC3CC(CC(C3)C1)C2)Nc1ccccc1N1CCOCC1	-2	-14
CCc1cc2c(C)cc(C)cc2nc1SCC(=O)Nc1cc(C)on1	13	-4
O=[N+]([O-])c1ccc(N2CCCCC2)cc1	-21	3
C[C@H]1CN([C@@H](C)CO)C(=O)c2cc(NS(=O)(=O)c3ccc(F)cc3)ccc2O[C@H]1CN(C)S(=O)(=O)c1cn(C)cn1	-1	-9
COCCC1CCCCN1C(=O)c1cc(COc2ccc(C)nc2)on1 (configuration not stated)	-8	-8
CNS(=O)(=O)c1cccc(C(=O)OCC(=O)c2ccc(S(=O)(=O)N3CCCCC3)cc2)c1	0	-5
C/C(=N\Nc1nc(-c2ccccc2O)nc2ccccc12)c1ccccc1	23	9
COc1cc(CC(=O)Nc2cc(S(=O)(=O)N3CCOCC3)ccc2N2CCCC2)cc(OC)c1OC	-8	0
Cc1ccccc1-c1cc(C(=O)NCc2ccco2)nn1CC1CC(c2cccc([N+](=O)[O-])c2)=NO1 (configuration not stated)	14	3
COc1ccc(C(=O)c2ccc(Cl)cc2)cc1	0	-2
CCc1ccc(NC(=O)c2ccc3nc(N)sc3c2)cc1	9	2
OCCC1CN(Cc2c(F)cccc2Cl)CCN1C1CCCCC1 (configuration not stated)	-1	8
Cc1c2cnn(CC(=O)NCCN3CCOCC3)c(=O)c2c(C)n1Cc1ccc(F)cc1	8	-2
O=C(CCOc1ccccc1)Nc1ccnn1C1CCN(Cc2ccc(O)cc2)CC1	17	2
Cc1ccc(S(=O)(=O)Nc2ccccc2C(=O)N2CCCC2)cc1	5	14
O=C(NC1CCCCC1)[C@H](O)[C@@H](O)C(=O)NC1CCCCC1	8	-4
COc1ccc(N2CCN(CCCn3ccc(NC(=O)OCc4ccccc4)nc3=O)CC2)cc1	3	18

# Not all compounds are listed; rates above refer to the full screens.
